Assay outcomes as filed in PubChem.
Mcl-1 Bim block: inhibitors of Bim peptide binding to Mcl-1, primary screen, biochemical, bead-based flow cytometry, multiplex; Induced myeloid leukemia cell differentiation protein Mcl-1 (Homo sapiens), Q07820; Bim peptide-Mcl-1 binding; inhibition, % at 10 µM; actives 0.1% (n = 190,000); AID 1009, 2008; in the data active means inhibition above about 40%;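 further: 0% = no compound tracer wells and 100% = peptide blocker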
Target sequence (Q07820 whole entry, looked up): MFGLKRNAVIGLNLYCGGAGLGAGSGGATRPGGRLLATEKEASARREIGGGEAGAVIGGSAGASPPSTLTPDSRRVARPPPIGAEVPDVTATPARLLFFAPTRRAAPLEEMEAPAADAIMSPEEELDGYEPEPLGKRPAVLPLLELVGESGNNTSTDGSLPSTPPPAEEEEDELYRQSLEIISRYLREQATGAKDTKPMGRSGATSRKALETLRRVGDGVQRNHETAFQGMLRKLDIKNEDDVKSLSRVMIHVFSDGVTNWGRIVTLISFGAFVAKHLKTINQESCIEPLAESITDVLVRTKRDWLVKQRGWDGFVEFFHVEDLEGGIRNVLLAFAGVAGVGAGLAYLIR
HRas wt GTP: modulators of GTP binding to HRas wildtype, primary screen, biochemical, bead-based flow cytometry, multiplex; actives 0.14% (n = 190,000); GST-Ras wt beads, Bodipy-FL-GTP binding; actives lie on both sides; GTP binding activity, % at 10 µM; GTPase HRas (Homo sapiens), P01112;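 active means GTP binding activity at least 20% away from the 100% baseline, either lowered as inhibitor or raised as activator; inconclusive means flagged as likely green fluorescent, judged across all proteins in the well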;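 further: 0% = unlabeled GTP competition control and 100% = no-compound control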
Target sequence (P01112 whole entry, looked up): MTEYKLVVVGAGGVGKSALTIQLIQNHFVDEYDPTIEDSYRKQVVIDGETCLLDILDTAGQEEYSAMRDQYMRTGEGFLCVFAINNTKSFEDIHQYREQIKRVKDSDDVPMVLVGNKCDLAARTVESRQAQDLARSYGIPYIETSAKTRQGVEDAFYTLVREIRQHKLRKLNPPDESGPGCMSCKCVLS
RGS8-Gao reg: RGS8-Galphao binding modulators, primary screen, biochemical, multiplexed bead flow cytometry | actives lie on both sides | response (percent of control binding), % at 10 µM | actives 0.34% (n = 220,000) | Guanine nucleotide-binding protein G(o) subunit alpha (Homo sapiens), P09471; in the data active means response below about 60% or above about 140%; inactive means in between;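 further: Galphao activated as the GDP aluminium fluoride complex binding bead-coupled RGS8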
Target sequence (P09471 whole entry, looked up): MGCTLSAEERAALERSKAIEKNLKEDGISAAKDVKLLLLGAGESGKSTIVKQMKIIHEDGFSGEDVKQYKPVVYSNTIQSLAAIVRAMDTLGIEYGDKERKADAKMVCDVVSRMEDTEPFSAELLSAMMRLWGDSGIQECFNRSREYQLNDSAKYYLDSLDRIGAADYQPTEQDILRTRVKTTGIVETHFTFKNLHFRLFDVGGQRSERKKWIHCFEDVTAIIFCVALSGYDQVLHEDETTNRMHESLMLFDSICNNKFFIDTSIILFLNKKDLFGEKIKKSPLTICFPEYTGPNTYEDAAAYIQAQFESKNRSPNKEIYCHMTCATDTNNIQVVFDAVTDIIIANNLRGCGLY
Pf gamet viab: late stage P. falciparum gametocyte viability inhibitors, primary screen, ATP luminescence, HTS; P. falciparum stage V gametocytes, 24 h; inhibition, % at 10.9 µM; actives 0.065% (n = 150,000); AID 743093, 2013;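 active means inhibition above the mean plus 3 SD of compounds within the control limits, set per campaign, cut at about 38% in these data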;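 further: 0% = DMSO wells and 100% = medium only without gametocytes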
Rab2A wt mod: modulators of GTP binding to Rab2A wildtype, primary screen, biochemical, dog, bead-based flow cytometry, multiplex. GST-Rab2 wt beads, Bodipy-GTP binding. GTP binding activity, % at 10 µM. actives 0.19% (n = 190,000);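 active means GTP binding activity at least 20 points away from 100%, either lowered or raised; inconclusive means signal likely due to the compound's own green fluorescence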;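 further: 0% = beads with excess unlabeled GTP and 100% = no-compound control corrected for plate trend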
Mcl1 Noxa PPI: Mcl-1/Noxa binding inhibitors, primary screen, biochemical, TR-FRET, 1536-well; Induced myeloid leukemia cell differentiation protein Mcl-1 (Homo sapiens), Q07820; TR-FRET Mcl-1/Noxa peptide binding, 2 h; actives 1.5% (n = 220,000); inhibition, % at 21.7 µM; AID 1022, 2008;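 active means compounds that cut the protein-peptide binding signal by more than 50% relative to plate controls in a single-dose test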;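 further: His-tagged Mcl-1 with rhodamine Noxa BH3 peptide and terbium anti-His antibody; 0% = Mcl-1 plus Noxa peptide wells and 100% = peptide-only wells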
Cdc42 wt GTP: modulators of GTP binding to wildtype Cdc42, primary screen, biochemical, multiplex bead flow cytometry, Bodipy-GTP; Cell division control protein 42 homolog (Homo sapiens), P60953; GST-Cdc42 beads; actives lie on both sides; percent activity (GTP binding), % at 10 µM; actives 0.2% (n = 190,000);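 active means percent activity GTP binding at least 20 points away from the 100% baseline, either down as inhibitor or up as activator; inconclusive means compound flagged as likely green fluorescent from well-wide comparison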;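 further: median bead fluorescence of bound Bodipy-FL-GTP at 100 nM; 0% = excess unlabeled GTP control and 100% = no compound control; below 100% means less GTP binding so inhibitor and above means activator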
Rac1 wt GTP bind: wildtype Rac1 GTP binding modulators, primary screen, biochemical, GST-Rac1 beads, flow cytometry, multiplex; Ras-related C3 botulinum toxin substrate 1 (Homo sapiens), P63000; actives 0.27% (n = 190,000); fluorescent GTP binding; actives lie on both sides; 0 = cold GTP competed, 100 = untreated; GTP binding activity (% of control), % at 10 µM;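 active means GTP binding activity at least 20 points away from the 100% control level, either lower or higher; inconclusive means compound flagged as likely green fluorescent, judged across all proteins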
Rac1 act GTP bind: GTP binding modulators of activated mutant Rac1, primary screen, biochemical, bead-based flow cytometry, multiplex, fluorescent GTP; GST-Rac1 activated beads; actives lie on both sides; 100% means binding = to untreated wells; AID 764, 2007; percent activity (GTP binding), % at 10 µM; actives 0.11% (n = 190,000); Ras-related C3 botulinum toxin substrate 1 (Homo sapiens), P63000;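 active means GTP binding at least 20 percentage points away from the 100% baseline, in either direction, so actives lie on both sides; inconclusive means Compound likely fluorescent itself, or too few beads counted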
Mcl1-Bid inh: Mcl-1/Bid binding inhibitors, primary screen, biochemical, TR-FRET, 1536-well; Induced myeloid leukemia cell differentiation protein Mcl-1 (Homo sapiens), Q07820; TR-FRET Mcl-1/Bid-Dy647 peptide binding; inhibition, % at 21.7 µM; actives 0.97% (n = 220,000); AID 1021, 2008;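 active means compounds that cut the binding signal by more than half at the single screening dose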;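 further: His-tagged Mcl-1 with europium anti-His antibody binding Bid BH3 peptide; 0% = Mcl-1 plus peptide wells and 100% = peptide-only wells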
Rab7 wt GTP bind: modulators of GTP binding to Rab7, primary screen, biochemical, wildtype, multiplex bead flow cytometry; Rab7 GTPase wild type (dog), Bodipy-FL-GTP binding; GST-Rab7 beads, fluorescent GTP binding; actives lie on both sides; untreated = 100%, excess cold GTP = 0%; GTP binding activity (percent of control), % at 10 µM; actives 0.055% (n = 190,000); AID 758, 2007;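 active means fluorescent GTP binding to Rab7 beads changed by at least 20 points from the 100% baseline, either direction, mostly lower; inconclusive means compound itself probably fluorescent, or too few beads counted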;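 further: median green fluorescence of bound Bodipy-FL-GTP per Rab7 bead population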
* = called active by the depositor; ? = inconclusive; nt = no result given; [ ] = dose if it differs, or a comment. Compounds as they come; any-hit rate near 2.9%.

nr	SMILES	Mcl-1 Bim block	HRas wt GTP	RGS8-Gao reg	Pf gamet viab	Rab2A wt mod	Mcl1 Noxa PPI	Cdc42 wt GTP	Rac1 wt GTP bind	Rac1 act GTP bind	Mcl1-Bid inh	Rab7 wt GTP bind
1	Cc1ccc(Nc2n[nH]c(C)c2[N+](=O)[O-])c(C)c1	-1	154*[activator]	109	16	192*[activator]	-9	116	111	?	-21	?
2	O=C(c1cnn2ccccc12)N1CCCc2ccccc21	2	100	98	nt	100	-5	99	100	101	-17	95
3	COC(=O)c1ccc(NC(=S)N2CCN(Cc3ccccc3)CC2)cc1	-5	103	98	-28	104	6	105	102	100	-25	102
4	N#CCSc1nnc(N)s1	-5	102	99	nt	103	-6	101	97	98	-24	95
5	Cc1nc2ncnn2c(C)c1C/C=C/c1ccccc1	-3	96	101	7	97	20	91	93	91	-20	105
6	O=c1oc2ccccc2c2c1ncn2C1CCCCC1	0	99	102	-3	97	16	98	98	99	-9	98
7	COC(=O)CCC(=O)Nc1ccc(NC(=O)CCC(=O)OC)cc1	1	100	101	-9	99	14	101	102	99	-15	101
8	O=C(c1ccccc1)c1cccs1	0	99	104	nt	98	-2	100	102	97	-25	98
9	CCCNC(=O)c1cc(-c2ccco2)on1	-7	98	99	-5	99	12	103	102	99	1	99
10	Cc1ccc2c(C)nc(Nc3nc(CSc4nnc(C)s4)cc(=O)[nH]3)nc2c1	-5	105	99	nt	105	11	104	107	104	-9	105
11	C=CCn1c(C)cc(C(=O)COC(=O)[C@@H](NC(=O)c2ccccc2Cl)C(C)C)c1C	-3	97	103	5	99	9	105	105	100	-34	96
12	CN(Cc1ccc(F)cc1)C(=O)c1cccc(OC2CCN(C3CCCC3)CC2)c1	-3	99	100	0	99	4	98	99	96	-20	106
13	COc1cc(C(=O)NCc2cccc3ccccc23)cc(Cl)c1OC	-2	103	100	-6	104	-4	104	103	102	-4	99
14	COc1ccc(S(=O)(=O)n2ccnc2)c2cccnc12	0	99	98	0	97	6	99	99	98	0	101
15	O=C(O)C1CC=CCC1C(=O)Nc1ccccc1C(=O)N1CCN(c2ccc(Cl)cc2)CC1 (stereo not given)	-3	100	103	-13	99	-8	96	96	95	-50	103
16	Cc1ccccc1Oc1cc(NC(=O)Cn2cnc([N+](=O)[O-])c2)cc([N+](=O)[O-])c1	-3	96	100	nt	95	-1	94	99	95	2	95
17	CCOC(=O)N1CCN(C(=O)COc2cccc3c2CCN(Cc2cccc(C)c2)C3=O)CC1	-4	99	104	-7	98	1	101	102	97	4	98
18	Cc1cc(C)cc(NC(=O)CN2CCCN(S(=O)(=O)c3ccc(Br)s3)CC2)c1	-1	100	101	nt	100	-1	99	100	99	4	100
19	Cc1cc(C)n(-c2ccc(C(=O)Nc3cccc(S(=O)(=O)N(C)C)c3)cc2)n1	0	?	100	nt	?	11	?	?	?	-16	?
20	COc1cc([C@H]2[C@@H]3CCCC[C@]3(O)CCN2CC(=O)Nc2ccc(C)cc2)ccc1O	-2	98	101	8	98	15	98	103	98	-14	99
21	O=C1c2cccnc2C(Nc2ccc(F)c(Cl)c2)N1Cc1cccs1 (stereo not given)	0	98	98	-15	98	31	97	95	98	52*	100
22	CC(C)OC(=O)CSc1nnc(COc2ccc([N+](=O)[O-])cc2)n1C	-18	96	88	-4	97	15	98	97	95	15	97
23	CC(C)(C)C1CCC(OCC(O)CN2CCN(c3ccccn3)CC2)CC1 (stereo not given)	2	94	108	23	93	17	96	96	96	32	96
24	COc1ccc(C(=O)NCC(=O)OCc2ccc(F)cc2)cc1	4	94	101	-11	95	4	95	95	95	-6	90
25	O=C(COC(=O)c1ccc(Br)o1)NCc1cccs1	-3	98	104	7	100	1	96	96	98	4	97
26	O=C(O)Cn1cc2c(n1)CCCCC2	2	101	95	nt	98	10	100	103	102	-13	96
27	COc1cc(N)ccc1C(=O)O	-3	103	99	nt	102	-6	102	101	99	-34	106
28	C=CCOc1ccc2nc(NC(=O)OC)[nH]c2c1	3	95	100	-4	91	15	94	92	94	-1	95
29	CCn1ccnc1CN(C)Cc1nc(-c2ccccc2)no1	0	98	114	0	97	-6	97	100	96	-14	99
30	CCN(CCO)Cc1csc2ccc(C(C)(C)C)cc12	0	99	81	nt	99	14	101	103	98	8	98
31	FC(F)(F)Oc1ccc(NC(=S)NCCCN2CCOCC2)cc1	-2	97	99	-4	99	-4	99	99	100	-56	97
32	COc1ccc(C)cc1S(=O)(=O)N(C)CC(=O)NC1CCCC1	-5	101	104	4	99	6	101	105	100	-23	99
33	CCCc1ccc(OC(=O)c2cccs2)cc1	-3	100	104	nt	101	-1	104	105	99	-29	101
34	CN=C1SC(CC(=O)Nc2sc(C)c(C)c2C(=O)OC)C(=O)N1C (stereo not given)	-1	95	100	nt	93	0	96	93	93	-17	96
35	O=C(NCCN1CCC(Cc2ccccc2)CC1)C1CCN(S(=O)(=O)N2CCC3(CC2)OCCO3)CC1	0	99	98	2	109	9	98	98	97	-1	100
36	O=S(Cc1ccc(Br)cc1)Cc1nnc(SCc2c(Cl)cccc2Cl)n1-c1ccccc1 (stereo not given)	-6	97	90	nt	101	6	97	102	98	1	97
37	CCCCC(=O)NC(NC(=O)CCCC)c1ccc(OCC(C)C)c(OC)c1	-4	102	107	nt	103	-5	105	105	100	-18	99
38	Cc1ccc(N/C=C(\C#N)S(=O)(=O)c2ccccc2)cc1	-1	97	101	0	99	4	96	93	95	-10	97
39	O=C(c1ccccc1)N1N=C(c2ccccc2)CC1c1ccc2nccnc2c1 (stereo not given)	18	102	104	10	101	9	99	103	98	0	102
40	CCOC(=O)CNC(=O)CSc1nnc(-c2cccc(C)c2)n1-c1ccc(OC)cc1	-7	101	102	0	103	-2	104	106	97	-3	103

Record cards, from the list above. Screens in order: Mcl-1 Bim block | HRas wt GTP | RGS8-Gao reg | Pf gamet viab | Rab2A wt mod | Mcl1 Noxa PPI | Cdc42 wt GTP | Rac1 wt GTP bind | Rac1 act GTP bind | Mcl1-Bid inh | Rab7 wt GTP bind
`CCCc1ccc(OC(=O)c2cccs2)cc1` across the screens: -3 | 100 | 104 | nt | 101 | -1 | 104 | 105 | 99 | -29 | 101
`O=C1c2cccnc2C(Nc2ccc(F)c(Cl)c2)N1Cc1cccs1` (stereo not given) across the screens: 0 | 98 | 98 | -15 | 98 | 31 | 97 | 95 | 98 | 52* | 100

The results go on:
nr	SMILES	Mcl-1 Bim block	HRas wt GTP	RGS8-Gao reg	Pf gamet viab	Rab2A wt mod	Mcl1 Noxa PPI	Cdc42 wt GTP	Rac1 wt GTP bind	Rac1 act GTP bind	Mcl1-Bid inh	Rab7 wt GTP bind
41	Cc1cccc(Oc2nc3c(c(=O)n(C)c(=O)n3C)n2C)c1	-3	101	97	nt	98	13	98	101	95	-12	104
42	O=C(COc1ccccc1)Nc1ccc(S(=O)(=O)N2CCCCCC2)cc1	1	104	102	-1	103	10	100	101	97	-13	105
43	CC(C)CN1C(=O)C(=O)N(CC(=O)NC2CCCc3ccccc32)C1=O (stereo not given)	-2	94	101	9	93	9	89	95	93	-8	94
44	CNC(=O)NCCN1CCCC1=O	-4	99	104	nt	100	13	98	100	99	-13	95
45	C=C(C)CSc1nnc(-c2cc(OC)c(OC)c(OC)c2)n1N	0	100	103	nt	99	3	100	102	99	-14	99
46	COc1cc(C)nc(OCCNC(=O)COc2ccc(Cl)cc2C)n1	-2	102	101	nt	102	-17	103	101	102	-4	103
47	Cc1cccc(C)c1NC(=O)CNCC(=O)N(C)C	0	100	100	nt	102	4	96	103	99	-3	106
48	O=C(Nc1cccc(C(=O)N2CCOCC2)c1)NC1CCCCC1	-2	100	99	3	98	-3	102	100	100	-3	97
49	CC(C)c1cc(C(=O)N/N=C/c2cccnc2)cs1	-1	101	101	nt	97	13	98	102	101	-10	98
50	C=CCOC(=O)CCP(=O)(CCC(=O)OCC=C)c1ccccc1	-1	104	102	4	99	8	101	106	99	-21	99
51	COc1ccccc1NS(=O)(=O)c1ccc(OC)c([N+](=O)[O-])c1	-1	96	99	9	94	-7	97	100	94	-29	95
52	Cc1ccc(C(=O)/C=C/c2c(C)nn(-c3ccccc3)c2Cl)cc1	0	101	102	nt	100	-6	103	105	101	2	101

Ordered by length of the SMILES (smallest number first): 8 of the compounds above
nr	SMILES	Mcl-1 Bim block	HRas wt GTP	RGS8-Gao reg	Pf gamet viab	Rab2A wt mod	Mcl1 Noxa PPI	Cdc42 wt GTP	Rac1 wt GTP bind	Rac1 act GTP bind	Mcl1-Bid inh	Rab7 wt GTP bind
44	CNC(=O)NCCN1CCCC1=O	-4	99	104	nt	100	13	98	100	99	-13	95
47	Cc1cccc(C)c1NC(=O)CNCC(=O)N(C)C	0	100	100	nt	102	4	96	103	99	-3	106
49	CC(C)c1cc(C(=O)N/N=C/c2cccnc2)cs1	-1	101	101	nt	97	13	98	102	101	-10	98
48	O=C(Nc1cccc(C(=O)N2CCOCC2)c1)NC1CCCCC1	-2	100	99	3	98	-3	102	100	100	-3	97
45	C=C(C)CSc1nnc(-c2cc(OC)c(OC)c(OC)c2)n1N	0	100	103	nt	99	3	100	102	99	-14	99
41	Cc1cccc(Oc2nc3c(c(=O)n(C)c(=O)n3C)n2C)c1	-3	101	97	nt	98	13	98	101	95	-12	104
42	O=C(COc1ccccc1)Nc1ccc(S(=O)(=O)N2CCCCCC2)cc1	1	104	102	-1	103	10	100	101	97	-13	105
51	COc1ccccc1NS(=O)(=O)c1ccc(OC)c([N+](=O)[O-])c1	-1	96	99	9	94	-7	97	100	94	-29	95
